HT1080 IDH1KD tx – qHTS for induction of synthetic lethality in tumor cells producing 2HG: qHTS for the HT-1080-IDH1KD cell line; HT-1080 IDH1 knockdown viability, ATP luminescence, 48 h; Potency, µM (series often up to 46.1 µM), inactives show at the top dose activity, negative = toxicity, most hits filed as cytotoxic; actives 2% (n = 360,000); AID 686971, 2013;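 further: potency means the concentration at half of the fitted maximal effect; 0% = DMSO wells and -100% = cell-free medium wells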
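After a 2 h attachment period, IDH1KD HT-1080 cells took pin-transferred compound for 48 h at 37 °C; ATP-based luminescence after 10 min room-temperature reagent incubation reported viability.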
IL1B secr inh – qHTS for Inhibitors of Inflammasome Signaling: IL-1-beta AlphaLISA Primary Screen; AID 743279, 2014; activity change, % at 57.5 µM; actives 4.7% (n = 360,000); THP-1 LPS/ATP IL-1B secretion, AlphaLISA, 16 h; active compounds read low; in the data active means activity change below about -50%; inconclusive means mostly about -30% to -49%; further: on the % scale 0 is the no-effect control and ±100 the full control effect
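THP-1 cells pretreated 1 hr with compounds (up to 57.5 uM final), then stimulated with LPS (250 ng/mL final) plus ATP (1.25 mM final); secreted IL-1B measured by AlphaLISA after 16 hr, decreased signal indicating inhibition.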
D3 ag – qHTS of D3 Dopamine Receptor Agonist: qHTS. D(3) dopamine receptor (Homo sapiens), P35462. D3R DiscoveRx beta-arrestin cells, luminescence, 90 min. max activation, %. actives 0.58% (n = 410,000); in the data active means max activation above about 30%; further: 0% is about no effect; mostly tested at two doses, the higher about 12 µM
Target sequence (P35462 whole entry, looked up): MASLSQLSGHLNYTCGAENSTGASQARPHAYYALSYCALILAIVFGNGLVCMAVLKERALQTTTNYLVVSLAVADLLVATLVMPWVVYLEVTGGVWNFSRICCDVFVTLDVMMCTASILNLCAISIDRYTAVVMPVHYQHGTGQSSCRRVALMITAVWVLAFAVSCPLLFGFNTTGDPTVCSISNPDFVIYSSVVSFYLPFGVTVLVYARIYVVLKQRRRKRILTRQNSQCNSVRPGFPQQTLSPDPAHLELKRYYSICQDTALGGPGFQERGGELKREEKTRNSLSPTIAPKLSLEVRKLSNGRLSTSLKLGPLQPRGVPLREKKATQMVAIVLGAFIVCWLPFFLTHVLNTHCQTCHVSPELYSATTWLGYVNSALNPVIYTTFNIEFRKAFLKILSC
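Agonist-mode cell screen: cells plated at 1500/well and incubated overnight at 37 °C, then exposed to library compounds for 90 min at 37 °C. Detection reagent was added for 30–60 min at room temperature, and luminescence was read.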
KB-V1 MDR tox – qHTS assay for MDR1-selective chemotherapeutics: Primary screen using the drug-selected MDR subline cells KB-V1 | actives 3.4% (n = 400,000) | Potency, µM (doses to about 46.1 µM), inactives show at the highest dose activity change, negative = cytotoxicity, most hits filed as cytotoxic | KB-V1 MDR cells viability, CellTiter-Glo, 72 h; further: potency means the concentration at half of the fitted maximal effect; on the % scale 0 is the no-effect control and ±100 the full control effect; nearly all actives have a fitted effect of over 60% in size
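KB-V1 MDR subline cells in DMEM (phenol-red free, 10% FBS) exposed to compounds in qHTS concentration series for 72 h at 37 degrees C. Viability read by CellTiter-Glo luminescence; concentration-effect curves fitted after normalization and correction.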
HEK293 tox – qHTS of GLP-1 Receptor Inverse Agonists: Cytotox Screen; HEK293 cAMP-luciferase reporter cells, luminescence, 24 h; Potency, µM (series often up to 38.3 µM), without a hit: at the highest dose activity change, negative = inhibition, actives largely listed as inhibitors; actives 0.13% (n = 410,000); AID 624418, 2012;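 further: loss of luciferase light is scored as toxicity; potency means the concentration at half of the fitted maximal effect; on the % scale 0 is the no-effect control and ±100 the full control effect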
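A 23 nL compound transfer followed 12 hours of cell culture at 37 deg C; exposure then lasted 24 hr. Luciferase assay detection reagent was dispensed and plates read for luminescence after a 12 min room-temperature wait.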
SW480 rereplic – A quantitative high throughput screen for small molecules that induce DNA re-replication in SW480 colon adenocarcinoma cells. SW480 DNA re-replication, Hoechst DNA content imaging, 48 h. Potency, µM (doses to about 46.1 µM), without a hit: at the highest dose re-replication activation, most hits filed as activators. actives 1.8% (n = 340,000). AID 624297, 2012; further: potency means the concentration at half of the fitted maximal effect; % of control where 0% means no effect; nearly all actives have a fitted effect of over 55% in size
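First, 250 cells per well were seeded. Next, compound or vehicle (23 nL) was pinned in, plates sat 48 hr at 37 C. Finally Hoechst was added for 40 min before fluorescence scanning.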
HT1080NT lethal – qHTS for induction of synthetic lethality in tumor cells producing 2HG: qHTS for the HT-1080-NT fibrosarcoma cell line; HT-1080-NT fibrosarcoma viability, CellTiter-Glo ATP luminescence, 48 h; Potency, µM (highest dose often 46.1 µM), without a hit: at the highest dose activity, negative = less viability, usual class: cytotoxic; actives 1.6% (n = 360,000);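 further: NT is the 2HG producing partner of a matched IDH1 knockdown line; potency means the concentration at half of the fitted maximal effect; 0% = DMSO-treated cells and -100% = media-only wells without cells; nearly all actives have a fitted effect of over 55% in size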
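Luminescent CellTiter-Glo readout after 48 hours of compound exposure at 37 degrees C defined viability of HT-1080-NT cells. Activity was normalized to DMSO wells and cell-free media wells; concentration-response curves were fitted and assigned curve classes.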
MCF10A rereplic – A quantitative high throughput screen for small molecules that induce DNA re-replication in MCF 10a normal breast cells; MCF 10A DNA re-replication, Hoechst nuclear intensity, 48 h; Potency, µM (doses to about 46.1 µM), without a hit: at the top dose activity, positive = re-replication, most hits filed as activators; actives 2.9% (n = 350,000); AID 624296, 2012; further: potency means the concentration at half of the fitted maximal effect; % of control where 0% means no effect; nearly all actives have a fitted effect of over 50% in size
KB-3-1 tox – qHTS assay for MDR1-selective chemotherapeutics: Primary screen using the parental adenocarcinoma cell KB-3-1; KB-3-1 viability, CellTiter-Glo ATP luminescence, 72 h; Potency, µM (series often up to 46.1 µM), for the others: at the highest dose activity change, negative = cytotoxic, hits mostly cytotoxic; AID 1347075, 2019; actives 1.4% (n = 400,000); further: potency means the concentration at half of the fitted maximal effect; on the % scale 0 is the no-effect control and ±100 the full control effect; nearly all actives have a fitted effect of over 60% in size
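Luminescent ATP read-out (CellTiter-Glo) measures survival of drug-naive KB-3-1 cells after 72 h compound exposure at 37 °C. Titration series was screened from lowest to highest concentration, with DMSO vehicle plates as background controls.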
An asterisk follows results filed as active; i = inactive; ? = inconclusive; . = not tested or not shown; & = joins results of further samples; [ ] = another dose, or the depositor's remark. Unless noted, the call rests on the fitted dose curve; in most records, active means well fitted curve in the direction sought with a large enough effect; inconclusive means small, poorly fitted or top-dose-only effect, or another doubt; inactive means no such curve, though single readings can be large; an effect the other way counts as inactive or inconclusive. Compounds were not picked by outcome, and some 11% of all compounds hit somewhere here.

SMILES | HT1080 IDH1KD tx | IL1B secr inh | D3 ag | KB-V1 MDR tox | HEK293 tox | SW480 rereplic | HT1080NT lethal | MCF10A rereplic | KB-3-1 tox
Cc1ccccc1OCc1nnc(SCc2cc(=O)c3cc(F)ccc3[nH]2)n1C | . | . | 1.5 | -2.4% | 4.8% | . | . | . | 20.6µM*
COc1cccc(SCc2noc(C(=O)NCc3ccccc3)c2C(=O)NCc2ccccc2)c1 | 1.2% | 15.4 | -15.0 | ? | 15.6% | 2.2% | -2.9% | ? | 22.2%
O=C(OCc1cc2ccccc2[nH]c1=O)c1cccc([N+](=O)[O-])c1 | 10.2% | 13.3 | -8.5 | 18.4% | 0.3% | -30.7%[inhibitor] | 5.0% | -3.0% | 3.3%
CC(C)CCNC(=O)C1CCN(S(=O)(=O)c2ccc3c(c2)CC(C)N3C(=O)C2CC2)CC1 (stereo not given) | -10.0% | -7.4 | -5.7 | -6.9% | 4.1% | -6.9% | -8.6% | 11.2% | -14.9%
Nc1ccc(C2=Nc3cccc4cccc(c34)N2)cc1 | -5.6% | 19.2 | 1.8 | -4.0% | -5.2% | -129.9%[inhibitor] | -12.7% | -3.2% | 2.8%
CC(C)(C)NC(=O)COC(=O)c1cncc(Br)c1 | 13.0% | 0.0 | 3.9 | 17.2% | 7.0% | 0.2% | 6.1% | -14.2% | 6.2%
O=C(c1ccccc1[N+](=O)[O-])N1CCc2ccccc2C1 | 22.0% | 10.9 | 10.5 | 4.6% | 1.1% | 6.9% | 26.7% | -3.5% | 4.9%
COc1ccc(/C=N/NC(=O)Cc2cccs2)cc1 | -2.3% | 35.0 | -6.7 | 20.3% | 2.7% | 18.3% | -2.1% | -1.2% | 0.1%
Nc1c(C(=O)NCC2CCCO2)c2nc3ccccc3nc2n1/N=C/c1ccncc1 (stereo not given) | 7.3% | 0.0 | 6.7 | -1.7% | -15.2% | -3.5% | -2.0% | 24.6% | 2.6%
COC(=O)c1cc(Cl)c(NC(=O)c2cc(OC)c(OC)c(OC)c2)cc1OC | ? | -2.5 | 41.1* | 21.5% | -12.6% | -10.4% | -3.6% | ? | 4.0%
CSc1nc2ccccc2n1Cc1c(Cl)cccc1Cl | ? | -3.1 | -10.8 | ? | ? | -1.4% | -18.5% | ? | -23.2%
O=C(Nc1ccc(-c2cn3ccccc3n2)cc1)c1ccco1 | ? | 6.7 | -11.1 | 10.3µM* | 8.8% | 2.4% | ? | 2.3% | -5.2%
CS(=O)(=O)c1ccc(Nc2nc(C(N)Cc3ccc(C(F)(F)F)cc3)cs2)cc1 (stereo not given) | ? | -20.9 | 5.3 | ? | -21.3% | . | 18.4µM* | . | ?
CCOc1ccc(NC(=O)CN(C)C(=O)c2ccc(C3SCCS3)cc2)cc1OCC | -6.9% | 8.5 | -5.8 | -0.4% | -2.8% | -4.5% | -9.3% | -7.6% | 7.6%
COc1ccccc1N1CCN(C(CNC(=O)c2ccco2)c2cccnc2)CC1 (stereo not given) | 4.2% | 12.4 | 0.0 | 4.5% | 16.7% | -1.1% | 0.0% | 5.2% | 11.1%
CSc1ccccc1NC(=O)CCn1c(=O)sc2ccccc21 | 6.9% | 10.3 | -2.3 | -7.6% | 0.2% | 2.8% | 11.9% | 4.1% | 2.3%
Cc1cc(OCC(=O)N(Cc2ccco2)C2CCS(=O)(=O)C2)cc(C)c1Cl (stereo not given) | -18.9% | -10.9 | 1.3 | -21.2% | -21.1% | ? | -4.5% | -13.7% | 7.6%
CCOC(=O)Cn1ncc2c3ccccc3n(CC(=O)OCC)c2c1=O | -6.1% | 0.0 | -15.2 | ? | 5.2% | -0.9% | -8.4% | 10.0% | 0.0%
O=C(O)CNS(=O)(=O)c1cccc(Cl)c1 | 4.5% | -13.5 | 0.2 | 1.6% | 1.4% | -7.0% | 0.3% | 1.9% | 14.3%
CC(C)CC(CO)N1CCN(C(=O)c2ccc(Cl)cc2)CCC1=O (stereo not given) | 11.9% | 3.2 | 16.6 | -0.7% | 1.8% | 2.5% | 19.8% | -9.2% | ?
CCCn1c(SCc2ccc(C(=O)OC)o2)nc2ccccc2c1=O | -20.8% | -9.4 | 16.3 | 0.7% | 4.6% | -11.9% | -8.6% | 11.1% | 7.7%
O=C(CSc1n[nH]c(-c2ccccc2F)n1)NCC(=O)Nc1ccc(F)c(F)c1F | 18.2% | 21.5 | 15.7 | 0.0% | -1.2% | -6.1% | 13.8% | -9.1% | 21.5%
CCCc1ncc(C(O)(c2ccccc2)c2ccccc2)n1C | -8.8% | -8.0 | 0.2 | ? | -9.0% | -12.7% | -3.5% | 24.1% | 10.4%
CNc1cc(CSC)nc(SCc2ccc(Cl)cc2Cl)n1 | ? | ? | 5.4 | ? | ? | -1.7% | ? | 19.6% | 8.1%
O=C(Cc1cccc2ccccc12)N/N=C1\CCCc2ccccc21 | -22.1% | 22.4 | 5.4 | -9.9% | -28.4% | -4.6% | -13.9% | ? | -14.0%
The listing continues.
SMILES | HT1080 IDH1KD tx | IL1B secr inh | D3 ag | KB-V1 MDR tox | HEK293 tox | SW480 rereplic | HT1080NT lethal | MCF10A rereplic | KB-3-1 tox
Cc1ccc(NC(=O)CC2OC(=O)c3ccccc32)cc1S(=O)(=O)N1CCCCCC1 (stereo not given) | 5.1% | 0.0 | -1.1 | 0.0% | -6.1% | -32.7%[inhibitor] | 2.4% | 2.9% | -9.3%
Cc1nn(-c2ccccc2)nc1C(=O)Nc1ccc2c(c1)OCCO2 | 3.8% | ? | -11.7 | -17.7% | 17.1% | ? | -1.4% | ? | 2.0%
O=C(Nc1ccncc1)c1cccc(S(=O)(=O)N2CCCC2)c1 | 0.7% | i | 2.2 | ? | 8.0% | -28.2% | -21.1% | -5.9% | -8.0%
CCC1Oc2ccc(C)cc2N(CC(=O)NCc2cccc(OC)c2)C1=O (stereo not given) | 8.9% | -8.0 | 0.6 | 0.0% | 8.2% | 1.7% | 3.8% | 5.1% | 2.5%
O=C(N/N=C/c1cccs1)c1cc(-c2ccncc2)nc2ccccc12 | -54.3% | 19.3 | -18.9 | 1.84µM* | -52.8% | ? | -57.8% | ? | ?
CCc1ccc(-c2cc(C(=O)NN3CCOCC3)c3ccccc3n2)cc1 | -2.1% | -19.4 | 0.7 | 5.6% | -8.9% | -1.8% | -0.8% | -0.1% | 5.8%
COc1ccc(Cl)cc1-n1c(CCC(=O)O)ccc1-c1ccc(C)cc1 | . | . | -22.0 | ? | -0.2% | . | . | . | -1.1%
Cc1nnc(SCC(=O)Nc2nc(-c3ccccc3)cs2)n1N | -10.2% | 73.4 | 5.0 | 10.2% | 1.6% | -6.4% | -1.4%[9.24 µM] | 0.2% | 0.6%
CCC(=O)Nc1ccc(-c2ccc(N3CCCCC3)nn2)cc1 | -23.3% | 0.0 | 18.1 | 4.7% | 8.1% | 19.0% | ? | 0.3% | -3.3%
c1ccc(-c2cn(CC3CCCCC3)nn2)cc1 | 11.6% | -21.9 | -1.9 | ? | -0.3% | -26.7% | 12.0% | -8.2% | -0.2%&0.7%
Cc1ccc(C)c(CN2CCC(CNC(=O)CCc3nnc4ccc(N5CCC(C)CC5)nn34)CC2)c1 | -10.3% | ? | -19.4 | -12.7% | ? | 13.7% | -14.1% | -3.5% | -1.1%
O=[N+]([O-])c1ccccc1/C=N\N1CCN(Cc2ccccc2Cl)CC1 | 13.2% | ? | -14.2 | -28.7% | 1.8% | -17.2% | -0.2% | 3.9% | 11.6%
Clc1ccc(OCc2nnc(SCc3nc4ccccc4[nH]3)n2Cc2ccco2)cc1 | -16.0% | 197.0 | -3.8 | 5.8µM* | -16.8% | 14.6% | -3.7% | 24.0% | ?
Cc1ccc(C(=O)NC2CCN(C(=O)Nc3ccccc3Cl)CC2)cc1 | -4.0% | 13.2 | 0.3 | -25.5% | 2.6% | -4.1% | 2.0% | -1.6% | 6.6%
Cc1nnc(N2CCCC(C(=O)NCCc3ccccc3)C2)c2nn(-c3ccccc3)c(C)c12 (stereo not given) | . | . | 5.6 | -3.4% | -14.7% | . | . | . | 6.7%
COc1ccc(CN(C)S(=O)(=O)c2nnc(NC(=O)c3cccc(F)c3)s2)cc1 | ? | 28.7 | 6.0 | 7.4% | -15.2% | -39.2%[inhibitor] | ? | ? | -3.2%
CCOCN(C(=O)Cn1c(CC(C)C)nc2ccccc21)c1c(C)cccc1CC | . | . | 1.3 | -4.9% | -13.2% | . | . | . | 0.0%
Cc1cccc(NC(=O)c2nnn(CC(=O)Nc3ccc(C(C)C)cc3)c2N)c1C | . | . | -6.7 | -7.0% | 2.1% | . | . | . | 18.9%

Reprinted at random: two entries already listed
SMILES | HT1080 IDH1KD tx | IL1B secr inh | D3 ag | KB-V1 MDR tox | HEK293 tox | SW480 rereplic | HT1080NT lethal | MCF10A rereplic | KB-3-1 tox
CCCc1ncc(C(O)(c2ccccc2)c2ccccc2)n1C | -8.8% | -8.0 | 0.2 | ? | -9.0% | -12.7% | -3.5% | 24.1% | 10.4%
O=[N+]([O-])c1ccccc1/C=N\N1CCN(Cc2ccccc2Cl)CC1 | 13.2% | ? | -14.2 | -28.7% | 1.8% | -17.2% | -0.2% | 3.9% | 11.6%

Compound activity: PubChem BioAssay, National Center for Advancing Translational Sciences (NCATS)
